Screening data (PubChem BioAssay)
MITF inh = MITF inhibitors, primary screen, biochemical, AlphaScreen, human | Microphthalmia-associated transcription factor (Homo sapiens), O75030 | AlphaScreen MITF homodimerization, bead proximity signal | inhibition, % at 2.6 µM | actives 0.91% (n = 650,000); in the data active = inhibition above about 50%;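 note: 0% = vehicle wells with protein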
Target sequence (O75030 whole entry, looked up): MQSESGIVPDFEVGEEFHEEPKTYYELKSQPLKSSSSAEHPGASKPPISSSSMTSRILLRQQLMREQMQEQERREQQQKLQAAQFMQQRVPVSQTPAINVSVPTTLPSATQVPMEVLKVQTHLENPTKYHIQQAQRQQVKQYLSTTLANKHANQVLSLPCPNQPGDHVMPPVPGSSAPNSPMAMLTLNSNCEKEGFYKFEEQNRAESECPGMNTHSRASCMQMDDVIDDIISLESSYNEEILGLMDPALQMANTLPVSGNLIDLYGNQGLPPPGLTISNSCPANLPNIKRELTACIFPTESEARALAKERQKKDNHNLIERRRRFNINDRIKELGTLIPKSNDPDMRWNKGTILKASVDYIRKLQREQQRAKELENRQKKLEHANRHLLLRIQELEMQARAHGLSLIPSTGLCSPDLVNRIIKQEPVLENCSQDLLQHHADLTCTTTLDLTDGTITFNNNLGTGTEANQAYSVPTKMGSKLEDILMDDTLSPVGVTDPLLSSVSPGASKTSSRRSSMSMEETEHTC
TEAD-YAP block = TEAD-YAP interaction inhibition, primary screen, TEAD-YAP interaction inhibitor project, luminescence, HEK-TIYL cells; inhibition, % at 9.12 µM; TEAD-Gal4/YAP UAS-luciferase luminescence; actives 1.4% (n = 640,000); in the data active = inhibition above about 32%;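 note: 0% = median of test compound wells and 100% = reference inhibitor wells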
GPR151 activ = activators of human GPR151, primary screen, cell-based, PathHunter beta-arrestin, luminescence; PathHunter beta-arrestin GPR151 cells; activation, % at 11.2 µM; actives 1% (n = 650,000); in the data active = activation above about 4.9%;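 note: 0% = median of compound wells and 100% = cells with positive control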
Target sequence (Q8TDV0 whole entry, looked up): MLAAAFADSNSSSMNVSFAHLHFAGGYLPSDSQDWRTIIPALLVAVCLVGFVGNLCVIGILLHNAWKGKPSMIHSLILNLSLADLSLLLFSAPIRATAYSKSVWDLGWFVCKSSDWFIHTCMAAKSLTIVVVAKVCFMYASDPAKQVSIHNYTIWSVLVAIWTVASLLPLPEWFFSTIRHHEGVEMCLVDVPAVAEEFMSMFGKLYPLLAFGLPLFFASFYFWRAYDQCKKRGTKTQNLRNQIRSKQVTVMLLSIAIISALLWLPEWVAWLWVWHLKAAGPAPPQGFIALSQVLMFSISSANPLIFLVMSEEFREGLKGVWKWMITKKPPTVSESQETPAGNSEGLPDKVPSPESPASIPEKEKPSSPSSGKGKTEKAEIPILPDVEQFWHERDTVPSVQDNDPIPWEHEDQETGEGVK
FBW7 act = FBW7 E3 ligase activators, primary screen, biochemical, AlphaScreen, human; F-box/WD repeat-containing protein 7 (Homo sapiens), Q969H0; AlphaScreen FBW7–phospho-cyclin E peptide binding, activator screen; normalized activity (activation), % at 26.1 µM; actives 0.13% (n = 650,000); AID 1259310, 2017; in the data active = normalized activity above about 1.9%;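 note: purified mutant Fbw7 with reduced substrate affinity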
* = called active by the depositor. An unsorted share of the library; any-hit rate near 3.5%.

canonical_smiles,MITF inh,TEAD-YAP block,GPR151 activ,FBW7 act
COc1ccccc1N1CCN(c2ncnc3sc(C(=O)N4CCC(Cc5ccccc5)CC4)c(C)c23)CC1,1,9,0.1,0.1
COc1cc(/C=N/NC(=O)CC2C(=O)NN=C2C)cc(OC)c1OC(C)=O (stereo unspecified),0,2,0.8,0.0
O=C(NNC(=O)c1ccccc1I)c1cccs1,4,-2,5.8*,0.2
Cc1ccc(NC(=O)C(=O)NCCN2CCN(C(=O)c3cccc([N+](=O)[O-])c3)CC2)cc1,7,10,4.6,0.2
CC1C(=O)CCC1(C(=O)Nc1ccccc1)c1ccccc1 (stereo unspecified),1,-3,-0.4,0.2
Cc1nn(C)c(C)c1-c1nc(C(=O)NCCOc2ccccc2)cs1,4,-10,-0.6,0.2
O=C(CCCn1cc([N+](=O)[O-])cn1)NCCc1ccc(Cl)cc1,-3,-3,0.1,-0.1
CCCNc1nc(NCc2cccnc2)nc2c1ncn2CCN1CCCC1=O,12,-1,2.1,0.1
CCOC(=O)C1=C(C)N(c2ccc(OC)cc2)C(=O)C1,-5,16,0.4,0.0
Cc1ccc(-n2nc3cc(C)c(NC(=O)c4ccc([N+](=O)[O-])cc4)cc3n2)cc1,16,-5,-0.9,0.1
Cc1cc(C)nc(NC(=O)c2cc(-c3ccncc3)nc3ccccc23)c1,10,-6,1.4,-0.2
CCOc1ccc(/C=C2\N=C(c3ccc(Br)cc3)OC2=O)cc1,4,5,1.0,0.0
Cc1ccc(C#N)c(SCC(=O)c2ccc(Br)cc2)n1,0,-9,0.8,0.0
Cc1nnc2ccc(N3CCN(C(=O)Nc4ccc(F)cc4F)CC3)nn12,-9,-13,1.5,-0.1
COC(=O)c1ccc(COc2ccc(/C=C/C(C)=O)cc2)cc1,5,-30,-1.1,-0.1
COc1ccc2ccccc2c1C1NC(=S)NC(C)=C1C(=O)Nc1ccc(Cl)cc1 (stereo unspecified),-3,2,-0.1,0.0
O=C1CSC(c2ccc(C3SCC(=O)N3c3ccc(Br)cc3)cc2)N1c1ccc(Br)cc1 (stereo unspecified),10,-1,2.0,0.2
COc1ccccc1-n1cnnc1SCC(N)=O,6,-7,-1.3,-0.1
CCOC(=O)c1cc(S(=O)(=O)N2CCN(c3ccc(C(C)=O)cc3)CC2)cn1C,15,8,0.3,0.1
OCCNc1nc(Cl)nc(Nc2ccc(I)cc2)n1,9,-7,-1.0,0.2
CCOC(=O)c1c(NC(=O)c2ccc(S(=O)(=O)N3CCCC3)cc2)sc2c1CCCC2,12,7,0.1,0.0
OC1CCC(Nc2cc(Nc3ccc4c(c3)OCO4)ncn2)CC1 (stereo unspecified),2,-27,3.2,0.0
CN1CCC(=NNc2ccc(C(=O)O)cc2)CC1,20,-13,0.6,0.6
Cc1cc(NC(=O)c2cccs2)ccc1Br,4,-53,-1.2,0.1
CC(=O)N1CCN(Cc2ccc3c(c2)CN(C(=O)Cc2cccc(C)c2)CCO3)CC1,-3,-15,-0.1,0.0
COC(=O)c1ccc(C(=O)Nc2ccc(S(=O)(=O)Nc3nccc(C)n3)cc2)cc1,4,-8,1.0,-0.1
N#CC1=C(SCC(=O)Nc2ccccc2)NC(=O)CC1c1ccccc1 (stereo unspecified),-14,32*,-1.0,0.0
O=C(Nc1ccccc1)c1c2c(nc3ccccc13)-c1ccccc1CC2,-6,0,0.5,-0.1
CNC(=O)c1ccc(NC(=O)Nc2ccccc2)cc1,-15,-41,-2.7,-0.1
Cc1ccccc1-n1ncc(C(C)NC(=O)c2ccsc2)c1C (stereo unspecified),11,-11,-0.4,0.4

The final three entries of the section above open the next one.
canonical_smiles,MITF inh,TEAD-YAP block,GPR151 activ,FBW7 act
O=C(Nc1ccccc1)c1c2c(nc3ccccc13)-c1ccccc1CC2,-6,0,0.5,-0.1
CNC(=O)c1ccc(NC(=O)Nc2ccccc2)cc1,-15,-41,-2.7,-0.1
Cc1ccccc1-n1ncc(C(C)NC(=O)c2ccsc2)c1C (stereo unspecified),11,-11,-0.4,0.4
Nc1nc(SCc2nc3scc(-c4cccs4)c3c(=O)[nH]2)n[nH]1,0,-7,-0.1,0.0
CCN1CCCC1CNC(=O)C(=O)NCCc1ccc(OC)c(OC)c1 (stereo unspecified),23,3,-0.5,0.5
CCCCCn1c(=O)[nH]c2cc(C(=O)NCCN3CCN(CC)CC3)ccc2c1=O,7,8,0.3,0.1
Brc1ccc(-c2cn3nc(-c4ccccc4)c(-c4ccccc4)nc3n2)cc1,5,-6,-1.1,0.1
CCN(CC(=O)NC(C)(C)C)c1ncnc2sc3c(c12)CCC(C)C3 (stereo unspecified),1,2,1.9,0.5
Cc1scc(C(=O)Nc2ccccn2)c1-c1ccccc1,-2,1,0.3,-0.2
OCCSc1nc(CN2CCOCC2)nc2scc(-c3ccccc3)c12,2,-3,0.6,0.0
C=CCNc1cc(N2CCN(S(=O)(=O)c3ccccc3)CC2)ccc1[N+](=O)[O-],12,6,0.4,0.3
COCCCNC(=O)CCCc1ccc(OC)c(C)c1,0,8,13*,-0.4
CCNc1nc(C(=O)Nc2ccc(N3CCOCC3)cc2)cs1,3,-18,-0.4,0.1
Nc1nc2nc(-c3cccs3)cc(C(F)(F)F)n2n1,-10,-29,1.4,-0.1
CCOC(=O)C1CCN(c2cc(CC)nc3c4c(C)cc(C)nc4nn23)CC1,-9,4,0.6,0.1
COC(=O)c1ccc(N/C=C/C(=O)c2ccc(Br)cc2)cc1,-11,-2,0.4,-0.1
N#Cc1ccc(Oc2ccc(C(=O)OCC(=O)c3ccccc3)cc2)cc1,-6,4,0.0,-0.1
COc1ccccc1-c1nnc(NC(=O)c2ccc(C#N)cc2)o1,14,5,-1.1,0.1
CCc1ccc(NC(=O)/C=C\C(=O)O)cc1,10,-9,-0.2,0.0
COc1ccccc1NC(=O)c1csc2c1CCCC2,10,2,-0.9,0.1
CN1CCCN(C(=O)CC[C@H]2CN(Cc3cccc(Cl)c3)CC[C@H]2N(C)C)CC1,1,-4,-1.6,-0.1
O=C(CSc1nnc2c(n1)[nH]c1ccccc12)N1CCc2ccccc21,17,3,-1.2,1.2
COc1ccccc1NS(=O)(=O)c1ccc2oc(SCC(C)=O)nc2c1,5,6,1.4,0.0

Carrying on:
structure,MITF inh,TEAD-YAP block,GPR151 activ,FBW7 act
O=C(Nc1cc(Cl)cc(Cl)c1)C1C2C=CC3(O2)C1C(=O)N(CCN1CCCCC1)C3C(=O)NC1CCCCC1 (stereo unspecified),-11,-9,1.2,-0.1
CCc1ccc(S(=O)(=O)NCCCN2CCOC(c3ccccc3)C2)s1 (stereo unspecified),12,-11,0.3,-0.2
COc1ccc(NC(=O)CSc2nnc(CNC(=O)c3ccc(S(=O)(=O)N(C)C)cc3)n2-c2cc(OC)ccc2OC)cc1,-4,-3,1.2,-0.1
CCCS(=O)(=O)N1CCCc2ccc(NC(=O)C3CCCC3)cc21,-5,9,1.8,-0.1
O=c1nc(SCc2ccc(Cl)cc2Cl)c2c([nH]1)CCCC2,9,9,-2.3,0.1
OCC1CCN(C2CCCN(Cc3c(F)cccc3Cl)C2)CC1 (stereo unspecified),1,10,4.8,0.1
CC(C)OC(=O)c1ccc(COC(=O)c2ccco2)cc1,-9,0,0.2,-0.4
N/C(Cc1ccc(Cl)c(Cl)c1)=N\OC(=O)c1cccs1,-8,-22,0.0,0.0
CCOC(=O)C1=C(C)NC(=S)NC1c1cc(I)ccc1OC (stereo unspecified),-8,2,0.0,0.0
COc1ccc(Cl)cc1C(=O)Nc1cc(C)nn1-c1nc2c(c(=O)[nH]1)CCC2,20,8,-1.1,0.1
COCCNCCOCCOc1ccc(OC)cc1,50,-6,-0.5,-0.1
Cc1csc(CN2CCN(C(=O)c3ccc4c(c3)OCO4)CC2)n1,1,18,0.3,-0.1
Cc1nc2c(C(=O)N3CCCC3)c[nH]n2c(=O)c1Cc1ccc(Cl)cc1,15,8,-0.3,1.9*
c1ccc(CNc2nc(N3CCN(c4ccccn4)CC3)nc3c2ncn3C2CCCCC2)cc1,13,-3,1.5,-0.1
CCOc1ccc(CCNC(=O)C2CC=CCC2C(=O)OC(C)C)cc1OCC (stereo unspecified),10,2,0.8,1.2
CC(=O)Nc1ccc(OCC(O)CN2CCN(c3cccc(Cl)c3)CC2)cc1 (stereo unspecified),3,8,1.9,-0.2
Cn1c(=O)[nH]c(=O)c2c1nc(SCc1ccccc1)n2CC(N)=O,-11,-4,0.2,-0.1
O=c1[nH]c(O)c(C=NCCc2ccccn2)c(=O)[nH]1,-4,-1,-0.7,0.2
Cn1c(=O)oc2cc(S(=O)(=O)N3CCC(C(=O)Nc4cccc(F)c4)CC3)ccc21,6,-10,-1.0,0.0
CCN1CCN(c2c(Cl)cccc2NC(=O)Cc2ccc3ccccc3c2)CC1,-2,-19,0.6,-0.1
Cc1cc(Nc2ccccc2)n(C(=O)c2ccccc2)n1,1,-15,0.0,-0.1
c1ccc(Cc2nnc3sc(-c4cccnc4)nn23)cc1,6,9,1.4,-0.2
COc1ccc(OC)c(NC(=O)NNC(=S)Nc2ccc(F)cc2F)c1,4,8,3.2,-0.1
CC(=O)N1CCCC(c2nnc(-c3ccccc3F)s2)C1 (stereo unspecified),-1,82*,-6.0,-0.1
COc1ccc(CCNc2cc(C)nc3ncnn23)cc1,-5,8,-0.7,-0.4
CC1(C)CC(=O)C2=C(C1)N=C1c3ccccc3C(=O)C1C2c1cc(Br)ccc1O (stereo unspecified),24,2,1.0,-0.3
CC1CC(C)CN(C(=O)c2ccc(Cl)c([N+](=O)[O-])c2)C1 (stereo unspecified),-11,-3,0.8,-0.5
COc1cccc(CC2=NOC(C(=O)N3CCC(C(=O)N4CCCC4)CC3)C2)c1 (stereo unspecified),13,-9,-0.1,0.1
Cc1cc(OS(C)(=O)=O)c2c(-c3ccccc3)cc(=O)oc2c1,1,-8,-1.4,-0.2
Cc1cccc(C)c1NC(=O)C1(N(C)C(=O)/C=C/c2ccc3c(c2)OCO3)CCCCC1,-4,-6,-0.4,0.1
O=C(/C=C/c1ccc(S(=O)(=O)N2CCOCC2)cc1)NC12CC3CC(CC(C3)C1)C2,18,-7,-0.9,0.2
CCc1ccc(-c2cc(C(=O)OCC(=O)c3ccc(Br)cc3)c3cc(C)ccc3n2)cc1,6,-3,-1.1,0.2
O=C(O)C1CC=CCC1C(=O)Nc1ccc2c(c1)OCO2 (stereo unspecified),10,-6,-0.7,0.0
Cc1ccc(NC(=O)C2COc3ccccc3O2)cc1 (stereo unspecified),14,-47,0.8,0.3
CCC(=O)N(CCc1ccccc1)CC(=O)Nc1sc(C)c(C)c1C(N)=O,-114,7,0.9,0.0
Cc1[nH]c2ccccc2c1/C=N/Nc1ccc(S(N)(=O)=O)cc1[N+](=O)[O-],19,-1,-1.3,-0.2
Cc1occc1-c1nnc(SCC(=O)N2CCc3ccccc32)n1Cc1ccco1,-7,1,-0.5,0.0
CCc1ccc(C(=O)/C=C/Nc2ccc(S(=O)(=O)Nc3onc(C)c3C)cc2)cc1,17,-3,0.3,0.9
FC(F)(F)c1cccc(CN2CCc3nc4ccncc4cc3C2)c1,1,-4,0.8,0.2
COc1ccccc1C(=O)NS(=O)(=O)c1ccc(C)cc1,-3,9,-0.7,0.0
CC12CC(NC(=O)N1c1ccccc1Cl)c1cc([N+](=O)[O-])ccc1O2 (stereo unspecified),-11,-2,0.4,0.0
Cc1ccc([N+](=O)[O-])cc1N=Cc1nc(-c2ccc(Cl)cc2)oc1O,9,9,-1.3,0.0
CN1C(=O)/C(=C/c2cc(Cl)c(O)c(Cl)c2)N(C)C1=S,4,-4,-2.1,-0.2
CN(C)CCCNC(=O)c1ccccc1Oc1ccccc1,-4,4,-1.3,0.1
OCCNc1nnnc2c1sc1nc(N3CCOCC3)c3c(c12)CCCC3,28,2,-0.3,0.6
COc1ccc(C(=O)CSC2=C(C#N)C(c3ccc(Cl)cc3)C(C(=O)OC(C)(C)C)=C(C)N2)cc1 (stereo unspecified),5,-4,2.2,0.0
c1cnc2ccc(C(c3nnnn3C3CCCC3)N3CCN4CCCC4C3)cc2c1 (stereo unspecified),13,-28,-0.9,0.1
CC1=C(C(=O)Nc2ccccc2)C(c2cccc(O)c2)n2ncnc2N1 (stereo unspecified),-1,-5,-1.0,-0.2

Just TEAD-YAP block, FBW7 act and MITF inh (4 entries from above):
Compound,TEAD-YAP block,FBW7 act,MITF inh
Cc1ccc(NC(=O)C(=O)NCCN2CCN(C(=O)c3cccc([N+](=O)[O-])c3)CC2)cc1,10,0.2,7
CC1C(=O)CCC1(C(=O)Nc1ccccc1)c1ccccc1 (stereo unspecified),-3,0.2,1
Cc1nn(C)c(C)c1-c1nc(C(=O)NCCOc2ccccc2)cs1,-10,0.2,4
O=C(CCCn1cc([N+](=O)[O-])cn1)NCCc1ccc(Cl)cc1,-3,-0.1,-3
